Neddyl block = inhibitors of cullin neddylation, primary screen, biochemical, TR-FRET, uHTS, NAE and Ubc12; NEDD8-conjugating enzyme Ubc12 (Homo sapiens) + NEDD8-activating enzyme E1 regulatory …; 0.58% of 360,000 active; AID 651699, 2012; calls only at 25 µM; in the data active = inhibition above about 36%
MsrA act = bovine MsrA enzyme activators, primary screen, biochemical, absorbance, HTS; purified bovine MsrA, absorbance read-out; AID 602163, 2012; activation, % at 10.6 µM; 0.3% of 360,000 active; in the data active = activation above about 7.5%;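 note: 0% = vehicle and 100% = reference activator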
MsrA inhibitor = bovine MsrA enzyme inhibitors, primary screen, biochemical, absorbance, HTS; purified bovine MsrA, absorbance read-out; inhibition, % at 15.5 µM; 0.75% of 360,000 active; Methionine sulfoxide reductase A (Bos taurus); in the data active = inhibition above about 4.5%;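 note: 0% = vehicle wells with enzyme and 100% = reference inhibitor wells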
MT1-MMP act inh = blockers of MT1-MMP proenzyme processing, primary screen, HT1080 RFP-PRO-GFP cells, GFP/RFP fluorescence. GFP/RFP ratio change, % at 20 µM. GFP/RFP ratio fluorescence, overnight; percent of plate control window, DMSO zero. Matrix metalloproteinase-14 (Homo sapiens), P50281. 0.061% of 360,000 active. AID 651647, 2012;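 active = GFP/RFP ratio change of at least 30% with cell ATP level not reduced by more than half and red fluorescence within 50% of control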; note: strong numbers were not always called active
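Assay system: HT1080 RFP-PRO-GFP cells | Dosing: 20 µM single dose, 1% DMSO | Incubation: Cells overnight before dosing, compound overnight, 37 °C, 5% CO2 | Evaluation: GFP/RFP fluorescence ratio | Control set: DMSO-only wells and HT1080 RFP-L50D-GFP cell wells as references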
FAS TE block = FAS thioesterase domain inhibitors, primary screen, biochemical, fluorescence intensity, uHTS | Fatty acid synthase (Homo sapiens), P49327 | recombinant FAS-TE, OMFH fluorogenic substrate, fluorescence endpoint | inhibition, % at 15 µM | 0.67% of 360,000 active | AID 602261, 2012;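 active = compounds whose normalised, plate-corrected inhibition of enzyme fluorescence in the single-dose primary screen is 50% or more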;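 note: 0% = DMSO with enzyme and 100% = substrate without enzyme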
Rin1 Abl inh = inhibitors of Rin1-Abl protein binding, primary screen, biochemical, TR-FRET | 0.4% of 360,000 active | AID 588664, 2011 | inhibition, % at 7.35 µM | Tyrosine-protein kinase ABL1 (Homo sapiens) + Ras and Rab interactor 1 (Homo sapiens), …; in the data active = inhibition above about 5%, passing the limit was not always enough
E coli Lon inh = inhibitors of E. coli Lon protease, primary screen, biochemical, fluorescence polarization; purified E. coli Lon protease; inhibition, % at 7.94 µM; 0.42% of 360,000 active; AID 602123, 2011; in the data active = inhibition above about 13%, passing the limit was not always enough;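 note: 0% = enzyme with probe and DMSO and 100% = no enzyme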
CendR NRP1 mod = modulators of CendR peptide binding to NRP-1, primary screen, biochemical, fluorescence polarization, uHTS. FAM-RPARPAR peptide binding to NRP-1. inhibition, % at 25 µM. Neuropilin-1 (Homo sapiens), O14786. 0.85% of 360,000 active. AID 602438, 2012;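 active = inhibition or corrected inhibition above about 18%, plus a signal ratio from 0.5 to 1.5, limit read from the data, passing the limit was not always enough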; note: strong numbers were not always called active
SKN-1 block = suppressors of acrylamide-induced Pgst-4::GFP reporter in worms, primary screen, SKN-1 inhibitor project, whole organism, uHTS, GFP/RFP fluorescence ratio, strain VP596; C. elegans VP596 Pgst-4::GFP/RFP ratio, 24 h; inhibition, % at 21.8 µM; 0.49% of 360,000 active; AID 624304, 2012;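 active = interference check ratio from 0.5 to 1.5 plus GFP to RFP signal ratio inhibition reaching or exceeding a fixed threshold, cut at about 30% in these data, passing the limit was not always enough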; note: some compounds called inactive have numbers as strong as hits
Numbers without * were called inactive. Outcome played no part in choosing rows; 4.2% or so of the library scored in one or more.

COc1cc(C2SCC(=O)N2CCCN(C)C)cc(OC)c1OC (configuration not stated) was read as Neddyl block inactive, MsrA act -5, MsrA inhibitor 0.2, MT1-MMP act inh -3, FAS TE block -6, Rin1 Abl inh 0, E coli Lon inh -8, CendR NRP1 mod 0 and SKN-1 block 6.
For c1ccc([C@H]2CN3CCSC3=N2)cc1 the results were Neddyl block inactive, MsrA act -2, MsrA inhibitor -1.1, MT1-MMP act inh 3, FAS TE block -5, Rin1 Abl inh -1, E coli Lon inh -4, CendR NRP1 mod 0 and SKN-1 block 1.
`Cn1c(/C(C#N)=C(\O)c2ccc(S(=O)(=O)N3CCCCC3)cc2)nc2ccccc21` gave Neddyl block inactive, MsrA act -2, MsrA inhibitor 0.2, MT1-MMP act inh 10, FAS TE block -2, Rin1 Abl inh 4, E coli Lon inh -2, CendR NRP1 mod -12 and SKN-1 block 6.
Cc1ccccc1Nc1n[nH]c(=S)s1 was read as Neddyl block inactive, MsrA act 11*, MsrA inhibitor 0.4, MT1-MMP act inh -1, FAS TE block -8, Rin1 Abl inh -2, E coli Lon inh -16, CendR NRP1 mod 0 and SKN-1 block 2.
Cc1ccc(S(=O)(=O)N2CCOC2CNC(=O)C(=O)NCc2ccccn2)cc1 (configuration not stated) was read as Neddyl block inactive, MsrA act -3, MsrA inhibitor 0.5, MT1-MMP act inh 1, FAS TE block -3, Rin1 Abl inh 2, E coli Lon inh -8, CendR NRP1 mod 17 and SKN-1 block 3.
Screening CCC1NC(=O)c2cccnc2-n2c1nc1ccc(F)cc1c2=O (configuration not stated) returned Neddyl block inactive, MsrA act -9, MsrA inhibitor 0.8, MT1-MMP act inh 1, FAS TE block -7, Rin1 Abl inh -1, E coli Lon inh -11, CendR NRP1 mod 0 and SKN-1 block -3.
O=C(CN1CCc2cc3c(cc2C1)OCCCO3)Nc1ccccc1 was read as Neddyl block inactive, MsrA act 0, MsrA inhibitor -0.2, MT1-MMP act inh -4, FAS TE block -1, Rin1 Abl inh -1, E coli Lon inh 4, CendR NRP1 mod 11 and SKN-1 block 4.
`Cc1ccccc1N1CCN(Cc2cccc(C(=O)O)c2)CC1` gave Neddyl block inactive, MsrA act -1, MsrA inhibitor -0.3, MT1-MMP act inh 0, FAS TE block -5, Rin1 Abl inh -2, E coli Lon inh 6, CendR NRP1 mod 8 and SKN-1 block 16.
For O=C(Nc1ccc2c(c1)OCCO2)C1C(c2ccccc2)=Nc2ccccc2N1C(=O)c1cccnc1 (configuration not stated) the results were Neddyl block inactive, MsrA inhibitor 0.9, MT1-MMP act inh 5, CendR NRP1 mod 3 and SKN-1 block 12.
For COc1ccc(Oc2nc3c(c(=O)n(C)c(=O)n3C)n2Cc2cccc(OC)c2)cc1 the results were Neddyl block inactive, MsrA act -4, MsrA inhibitor 1.0, MT1-MMP act inh -3, FAS TE block 3, Rin1 Abl inh 1, E coli Lon inh 12, CendR NRP1 mod 1 and SKN-1 block -21.
CCCOn1c(OCC(C)C)nc2ccccc2c1=O was read as Neddyl block inactive, MsrA act 0, MsrA inhibitor -0.7, MT1-MMP act inh 1, FAS TE block 8, Rin1 Abl inh -3, E coli Lon inh 9, CendR NRP1 mod 4 and SKN-1 block 16.
O=C(C1CCC(CNS(=O)(=O)c2cccc3nsnc23)CC1)N1CCN(c2ccccn2)CC1 (configuration not stated) was read as Neddyl block inactive, MsrA act -3, MsrA inhibitor -0.1, MT1-MMP act inh -1, FAS TE block 5, Rin1 Abl inh -1, E coli Lon inh -7, CendR NRP1 mod -6 and SKN-1 block -3.
For O=S(=O)(NCCc1c[nH]c2ccccc12)c1ccc(F)cc1 the results were Neddyl block inactive, MsrA act -1, MsrA inhibitor -1.8, MT1-MMP act inh 5, FAS TE block 3, Rin1 Abl inh 0, E coli Lon inh 1, CendR NRP1 mod 7 and SKN-1 block 7.
Cc1cc(C)c(S(=O)(=O)N2CCN(C(=O)CCn3nc(C)c(C)c3C)CC2)c(C)c1 was read as Neddyl block inactive, MsrA act -9, MsrA inhibitor 0.3, MT1-MMP act inh 1, FAS TE block -6, Rin1 Abl inh 2, E coli Lon inh -5, CendR NRP1 mod 9 and SKN-1 block 3.
For CN1CCCC(OC(=O)c2cc(Br)ccc2Cl)C1 (configuration not stated) the results were Neddyl block inactive, MsrA act -3, MsrA inhibitor -0.3, MT1-MMP act inh 7, FAS TE block -8, Rin1 Abl inh 4, E coli Lon inh 3, CendR NRP1 mod 0 and SKN-1 block 3.
Screening CN(CC(=O)NCCN1CCCCCC1)S(=O)(=O)c1cccc2nsnc12 returned Neddyl block inactive, MsrA act -7, MsrA inhibitor 1.8, MT1-MMP act inh 1, FAS TE block -8, Rin1 Abl inh -3, E coli Lon inh 3, CendR NRP1 mod -7 and SKN-1 block -21.
For Cc1ccc(C)n1-c1cccc(NC(=O)c2ccccc2)c1 the results were Neddyl block inactive, MsrA act -10, MsrA inhibitor 0.5, MT1-MMP act inh -12, FAS TE block -6, Rin1 Abl inh 1, E coli Lon inh -37, CendR NRP1 mod -45 and SKN-1 block 1.
`O=C(Nc1ccc(Cl)c(Cl)c1)Nc1ccc(Br)cc1F` gave Neddyl block inactive, MsrA act -1, MsrA inhibitor 1.4, MT1-MMP act inh -18, FAS TE block 22, Rin1 Abl inh -4, E coli Lon inh -3, CendR NRP1 mod 8 and SKN-1 block 20.
Screening COc1ccccc1/C=N/NC(=O)CNC(=O)c1ccc(S(=O)(=O)N(C)C)cc1 returned Neddyl block inactive, MsrA act -8, MsrA inhibitor -0.3, MT1-MMP act inh -3, FAS TE block 4, Rin1 Abl inh 0, E coli Lon inh -2, CendR NRP1 mod -1 and SKN-1 block 3.
For N=C(N)c1ccc(O)cc1 the results were Neddyl block inactive, MsrA act -12, MsrA inhibitor -0.3, MT1-MMP act inh 3, FAS TE block -8, Rin1 Abl inh 1, E coli Lon inh 2, CendR NRP1 mod 6 and SKN-1 block -1.
Cc1nc2ccccn2c1P(=O)(N1CCCCC1)N1CCCCC1 was read as Neddyl block inactive, MsrA act -3, MsrA inhibitor 0.0, MT1-MMP act inh 4, FAS TE block -9, Rin1 Abl inh 1, E coli Lon inh 2, CendR NRP1 mod -11 and SKN-1 block 8.
Screening CCCN(CCC)C(=O)CSc1nc2ccsc2c(=O)n1NC(=O)c1ccccc1 returned Neddyl block inactive, MsrA act -1, MsrA inhibitor 0.9, MT1-MMP act inh -6, FAS TE block -3, Rin1 Abl inh -1, E coli Lon inh -8, CendR NRP1 mod -4 and SKN-1 block -32.
For Cn1c(C(=O)O)c(S(=O)(=O)c2ccc(Cl)cc2)c2ccccc21 the results were Neddyl block inactive, MsrA act -2, MsrA inhibitor 0.4, MT1-MMP act inh -1, FAS TE block 0, Rin1 Abl inh 0, E coli Lon inh -1, CendR NRP1 mod -2 and SKN-1 block 20.
Screening O=C(N/N=C/c1cccnc1)c1ccc(NC(=O)c2ccc(Cl)cc2)cc1 returned Neddyl block inactive, MsrA act -3, MsrA inhibitor 1.2, MT1-MMP act inh 0, FAS TE block -8, Rin1 Abl inh 2, E coli Lon inh 2, CendR NRP1 mod -28 and SKN-1 block 18.

Quoted at random: two records from the list.
For N=C(N)c1ccc(O)cc1 the results were Neddyl block inactive, MsrA act -12, MsrA inhibitor -0.3, MT1-MMP act inh 3, FAS TE block -8, Rin1 Abl inh 1, E coli Lon inh 2, CendR NRP1 mod 6 and SKN-1 block -1.
For O=S(=O)(NCCc1c[nH]c2ccccc12)c1ccc(F)cc1 the results were Neddyl block inactive, MsrA act -1, MsrA inhibitor -1.8, MT1-MMP act inh 5, FAS TE block 3, Rin1 Abl inh 0, E coli Lon inh 1, CendR NRP1 mod 7 and SKN-1 block 7.

(further entries)
COc1ccc(CCc2nnc(N)s2)cc1OC was read as Neddyl block inactive, MsrA act -2, MsrA inhibitor -0.6, MT1-MMP act inh -1, FAS TE block -3, Rin1 Abl inh -1, E coli Lon inh 1, CendR NRP1 mod 10 and SKN-1 block -5.
`Cc1ccc(S(=O)(=O)NC2(C(F)(F)F)C(=O)Nc3c2c(=O)n(C)c(=O)n3C)cc1` (configuration not stated) gave Neddyl block inactive, MsrA act -6, MsrA inhibitor 1.3, MT1-MMP act inh 6, FAS TE block -9, Rin1 Abl inh 7, E coli Lon inh -1, CendR NRP1 mod 2 and SKN-1 block 9.
Screening Cc1ccc(Nc2c([N+](=O)[O-])c(=O)oc3ccccc23)cc1C returned Neddyl block inactive, MsrA act -7, MsrA inhibitor 2.6, MT1-MMP act inh -3, FAS TE block 7, Rin1 Abl inh -3, E coli Lon inh -8, CendR NRP1 mod 2 and SKN-1 block 18.
Cc1[nH]c2ccccc2c1C(=O)C(=O)N1CCN(C(=O)c2ccco2)CC1 was read as Neddyl block inactive, MsrA act -4, MsrA inhibitor 0.0, MT1-MMP act inh -5, FAS TE block -4, Rin1 Abl inh -4, E coli Lon inh -10, CendR NRP1 mod 6 and SKN-1 block 11.
COc1ccc(CNC(=O)CCC(=O)c2ccc(C)cc2)cc1OC was read as Neddyl block inactive, MsrA act -2, MsrA inhibitor 0.1, MT1-MMP act inh -2, FAS TE block -5, Rin1 Abl inh 2, E coli Lon inh 2, CendR NRP1 mod 4 and SKN-1 block 8.
For C=CCNc1ncnc2c1ncn2[C@H]1CN(CCN2CCOCC2)C[C@@H](CO)O1 the results were Neddyl block inactive, MsrA act 1, MsrA inhibitor 1.2, MT1-MMP act inh -3, FAS TE block -6, Rin1 Abl inh 1, E coli Lon inh 0, CendR NRP1 mod -7 and SKN-1 block 1.
`Cc1cccc(NC(=O)/C(C#N)=C/c2ccc(Cl)cc2)n1` gave Neddyl block inactive, MsrA act 1, MsrA inhibitor -0.2, MT1-MMP act inh -1, FAS TE block 11, Rin1 Abl inh -1, E coli Lon inh -1, CendR NRP1 mod 13 and SKN-1 block 1.
For O=C(Cn1nc(C(=O)O)c2ccccc2c1=O)Nc1ccccc1C(F)(F)F the results were Neddyl block inactive, MsrA act -3, MsrA inhibitor 0.5, MT1-MMP act inh 0, FAS TE block -1, Rin1 Abl inh 4, E coli Lon inh -9, CendR NRP1 mod -8 and SKN-1 block 0.
Screening COc1ccccc1N1CCN(C(=O)c2ccc([N+](=O)[O-])s2)CC1 returned Neddyl block inactive, MsrA act -1, MsrA inhibitor 1.9, MT1-MMP act inh 11, FAS TE block -3, Rin1 Abl inh -1, E coli Lon inh -11, CendR NRP1 mod -8 and SKN-1 block -9.
Screening COc1ccccc1OCC(=O)NCC1CCCCC1 returned Neddyl block inactive, MsrA act -2, MsrA inhibitor -0.2, MT1-MMP act inh 0, FAS TE block -7, Rin1 Abl inh -2, E coli Lon inh -1, CendR NRP1 mod -2 and SKN-1 block -8.
COc1ccccc1C(=O)NCC(=O)N1CC=C(c2ccccc2)CC1 was read as Neddyl block inactive, MsrA act -3, MsrA inhibitor -0.5, MT1-MMP act inh -2, FAS TE block 4, Rin1 Abl inh 2, E coli Lon inh -6, CendR NRP1 mod -5 and SKN-1 block 7.
For CN(C)C(CNC(=O)C1CCCN(C(=O)c2ccc(Cl)cc2)C1)c1ccco1 (configuration not stated) the results were Neddyl block inactive, MsrA act -5, MsrA inhibitor -0.9, MT1-MMP act inh -2, FAS TE block -12, Rin1 Abl inh -2, E coli Lon inh -1, CendR NRP1 mod -4 and SKN-1 block 1.

High-throughput results from PubChem BioAssay.
